High-throughput results: PubChem, The Scripps Research Institute Molecular Screening Center
TTR transcr act: activators of transthyretin transcription; SH-SY5Y TTR promoter Gaussia luciferase, luminescence; 100% = recombinant luciferase protein wells; activation, % at 16.7 µM; 1.3% of 92,000 active; AID 1117267;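 active = activation above the mean of all tested compounds plus 3 SD, cut at about 9.5% in these data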;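 also: cells exposed to compounds for one day before reading; 0% = median of all test compound wells on the plate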
An asterisk follows results filed as active. A portion of the library, so the mix of outcomes need not match the whole.

SMILES | TTR transcr act
CCOC(=O)c1c(C)[nH]c(C)c1S(=O)(=O)NC1CCN(C(=O)OCC)CC1 | -1.1
Nc1ncnc(Nc2ccccc2Cl)n1 | 2.0
CC1CN(C(=O)/C(C#N)=C2\N=C(NC(=O)c3ccc(F)cc3)c3ccccc32)CC(C)O1 (stereo not drawn) | -0.2
Cc1ccc(C(=O)CSc2nnc(-c3snnc3C)n2C2CC2)cc1 | 1.1
CCSc1ccccc1C(=O)Nc1cccc(OC)c1 | -0.6
O=C(O)C1=C[C@H](c2ccccc2)C[C@H](OCc2ccc(CO)cc2)O1 | 3.5
Cc1ccc(C(=O)Nc2c(N)nc(SCC(=O)NCC3CCCO3)[nH]c2=O)cc1 (stereo not drawn) | 0.8
CC(C)NC(=O)NS(=O)(=O)c1cnccc1NC1CC2CCC1C2 (stereo not drawn) | 1.7
C#CCNC(=O)C[C@H]1C[C@@]2(C(=O)OC)C(=C[C@H](C(C)C)O[C@@H]2C2CC2)N(Cc2cccc3ccccc23)C1=O | -0.5
Cc1nonc1C(=O)N/N=C/c1ccc([N+](=O)[O-])o1 | -3.3
COc1ccc(-c2ccc3c(c2)S(=O)(=O)c2cccc(C(=O)N4CCN(c5ccc(Cl)cn5)CC4)c2C3=O)cc1OC | 3.0
CCN(CC(=O)Nc1ccc(NC(C)=O)cc1)C(=O)c1cc(S(=O)(=O)N2CCCCCC2)ccc1OC | 0.1
COc1ccccc1C(CNC(=O)CNC(=O)c1cccc(Cl)c1)N1CCCC1 (stereo not drawn) | -1.1
Nc1nc(-c2ccccc2)c(-c2ccccc2)n1N | 0.3
COc1ccc(CN2CCN(CC(O)Cn3c4ccccc4c4ccccc43)CC2)cc1 (stereo not drawn) | 5.0

Arranged by molecular weight (ascending): some entries from above
SMILES | TTR transcr act
Nc1nc(-c2ccccc2)c(-c2ccccc2)n1N | 0.3
Cc1nonc1C(=O)N/N=C/c1ccc([N+](=O)[O-])o1 | -3.3
O=C(O)C1=C[C@H](c2ccccc2)C[C@H](OCc2ccc(CO)cc2)O1 | 3.5
CCOC(=O)c1c(C)[nH]c(C)c1S(=O)(=O)NC1CCN(C(=O)OCC)CC1 | -1.1
Cc1ccc(C(=O)Nc2c(N)nc(SCC(=O)NCC3CCCO3)[nH]c2=O)cc1 (stereo not drawn) | 0.8
COc1ccc(CN2CCN(CC(O)Cn3c4ccccc4c4ccccc43)CC2)cc1 (stereo not drawn) | 5.0

Following part
SMILES | TTR transcr act
O=S(=O)(Nc1cccc(-c2cn3cccnc3n2)c1)c1ccc(-c2ccccc2)cc1 | -5.7
COc1cccc(CN2CC(C(=O)NC3(c4ccccc4)CC3)CCC2=O)c1 (stereo not drawn) | 0.6
CCCCCCNC(=O)CSc1nccn1Cc1ccccc1 | 2.1
C/C(N)=C(/C#N)C(=O)COC(=O)c1cccc(C)c1O | 3.3
CN(C)CCN(C(=O)C1CCN(S(=O)(=O)c2cccs2)CC1)c1nc2c(F)cccc2s1 | 0.5
CN(Cc1ccccc1NS(=O)(=O)c1ccc2ccccc2c1)C1CCCCC1 | 0.3
Cc1ccccc1OS(=O)(=O)c1cn(C)c(=O)n(C)c1=O | -2.6
Cc1ccc(NC(=O)c2onc(C)c2Cl)cc1 | -0.3
c1ccc2cc3[nH]c(CNc4nc(N5CCOCC5)nc5c4ncn5-c4ccsc4)nc3cc2c1 | 7.7
COc1ccc(/C=C2\SC(=O)N(CC(=O)Nc3cccnc3)C2=O)cc1OC | -1.1
CC(C)CCn1c(=O)c2ccccc2n2c(CN3CCOCC3)nnc12 | 5.0
CC1CC(C)CN(c2ccc(NS(=O)(=O)c3ccccc3)cc2C(=O)O)C1 (stereo not drawn) | 0.1
CCOc1ccc(C(=O)N(CN2CCCC2=O)c2cccc(Cl)c2)cc1 | 2.5
O=C(NCCC1=CCCCC1)C1CCN(c2nc3ccccc3o2)CC1 | -1.3
CCCCn1c(NCCO)nc2ccccc21 | -0.4
COc1cc(NC(=O)NCCN2CCN(c3ccc(Cl)cc3)CC2)ccc1C | -6.0
Cc1c(NC(=O)Nc2cccc(Cl)c2)c(=O)n(-c2ccccc2)n1C | 0.2
CC1(C2CC2)NC(=O)N(CC(=O)N2CCN(c3ccccc3)CC2)C1=O (stereo not drawn) | 1.8
O=C1Oc2ccccc2C(=O)/C1=C/c1ccccc1O | -3.0
COc1cc(/C=C/c2cc[n+](C)cc2)ccc1OCC(=O)Nc1ccccc1 | -1.4
Cc1ccc(C(=O)c2oc3ccccc3c2N)cc1 | -2.6
CN(Cc1cnn(C)c1)C(=O)C1CCCCC1C(=O)O (stereo not drawn) | 3.0
CC1=NN(c2ccccc2)C(=O)/C1=C\c1ccc(Oc2ccc([N+](=O)[O-])cc2[N+](=O)[O-])cc1 | -0.3
CCN1CCN(C(=O)CCCCCn2c(=O)[nH]c3cc(C(=O)OC)ccc3c2=O)CC1 | 1.9
CCOC(=O)N1CCC(N(CCN(C)C)C(=S)Nc2cccc(Cl)c2)CC1 | 8.7
O=C(NC12CC3CC(CC(C3)C1)C2)c1cccc([N+](=O)[O-])c1 | 0.9
Nc1c(C(=O)O)cnn1-c1ccc([N+](=O)[O-])cc1 | 1.6
O=C(O)CC(=O)Nc1ccccc1 | -0.5
O=C(Nc1ccc(N2CCCCC2)c(Cl)c1)c1ccc2c(c1)OCCO2 | -2.7
O=C(NCc1ccccn1)[C@@H]1CCCN1C(=O)[C@@H]1CCCN1C(=O)c1cccs1 | 3.4
O=S(=O)(c1ccc(Br)s1)N1CCN(c2ccccc2)CC1 | -0.8
COc1ccc(CCNC(=O)C(C(=O)c2ccc(F)cc2)n2ccccc2=O)cc1OC (stereo not drawn) | -0.6
COc1ccccc1N1CCN(C(=O)COc2cc(C)ccc2C)CC1 | -1.4
CCCc1cc(C(=O)Nc2nccs2)cs1 | 0.3
CC(C)OCCCNC(=O)CNC(=O)c1ccc(Cl)c(Cl)c1 | 2.8
COc1ccc2nc(NCCCNC(=O)c3cc(OC)c(OC)c(OC)c3)c(C#N)cc2c1 | 0.9
CC(C)n1nc(C(=O)OCC(=O)N2CC(=O)Nc3ccccc32)c2ccccc2c1=O | 1.8
COc1ccc(CN(C)S(=O)(=O)c2nnc(NC(=O)c3ccccc3OC)s2)cc1OC | -0.8
Cc1ccc(Nc2nc(N)nc(CCl)n2)cc1 | 0.2
Oc1ccc(-c2[nH]ncc2-c2ccc(Br)cc2)c(O)c1 | 4.0
Cc1ccc2oc(C(=O)NC3CCS(=O)(=O)C3)c(C)c2c1 (stereo not drawn) | -1.9
COc1ccccc1NC(=O)/C(C#N)=C/c1cccnc1 | -0.2
CN(CC1CCCO1)S(=O)(=O)c1ccc(C(=O)N2CCN(c3ccccc3)CC2)cc1 (stereo not drawn) | 2.5
CCOC(=O)c1cnn2c(C)cc(-c3ccccc3)nc12 | 1.8
COc1ccc(-c2noc(CCCC(=O)NC3CCCCC3)n2)cc1OC | -1.1
O=C(Cc1ccc(NC(=O)C2CCCN(C(=O)c3ccccc3)C2)cc1)Nc1ccc(C(=O)N2CCOCC2)cc1 (stereo not drawn) | 1.9
CC(=O)c1ccc(NC(=S)N2CCN(CCN3C(=O)c4cccc5cccc(c45)C3=O)CC2)cc1 | -1.6
Nc1nc(SCC(=O)Nc2ccc(Cl)cc2C(F)(F)F)n[nH]1 | 0.0
CC(C)n1c(O)c(N=Nc2ccc(Cl)nn2)c2ccccc21 | -0.3
Cc1ccc(N2NC3(CCN(C(N)=O)CC3)NC2=O)cc1 | -0.3
CCOC(=O)CN1C(=O)S/C(=C/c2ccc(N3CCCCC3)o2)C1=O | 0.2
Cc1ccc(C(=O)NCc2nnc3c(C(F)(F)F)cc(Cl)cn23)o1 | 1.6
COc1ccc(C(=O)c2cnc[nH]2)cc1OC | -0.2
COc1ccc(CC(=O)OCC(=O)Nc2ncc(Cl)cc2Cl)cc1OC | 2.2
COc1ccccc1-c1cc(C(=O)N2CCN(c3ccc(F)cc3)CC2)no1 | 3.4
Cn1c(SCC(=O)Nc2ccccc2)nnc1-c1ccc2nonc2c1 | 2.2
CSc1ccccc1OCc1cc(C(=O)N2CCC(Oc3cccnc3)CC2)no1 | -4.0
Cc1cc(/C=C(\C#N)C(=O)Nc2ccccc2)c(C)n1-c1cccnc1 | -1.6
CC(C)(CO)N1CCN(C(=S)Nc2ccccc2)CC1 | -1.6
Cc1ccc(C2=Nc3ccc(Br)cc3C(c3ccncc3)=NN2)cc1 | -2.0
The results go on.
SMILES | TTR transcr act
O=C(CNc1cccc(S(=O)(=O)N2CCCC2)c1)Nc1ccc(F)cc1F | 3.0
CCn1nc(NS(=O)(=O)c2ccc(NC(C)=O)cc2)c2cc3ccccc3nc21 | 0.5
CN1CC2([N+](=O)[O-])CC=C(OCCO)C([N+](=O)[O-])(C1)C2 (stereo not drawn) | 1.6
CCCN(CCC)Cc1cc(=O)oc2cc(C)ccc12 | 1.8
Cc1cc(C(=O)N2CCN(C(c3ccccc3)c3ccccc3)CC2)on1 | -2.0
CCOC(=O)Cc1csc(NC(=O)c2c(O)c3c(n(CC(C)C)c2=O)CCCC3)n1 | -1.1
CCc1cccc(N(C(=O)c2csnn2)C(C(=O)NC(C)(C)C)c2ccccn2)c1 (stereo not drawn) | 2.0
COC(=O)C1CCN(Cc2cc(=O)oc3cc(C)c(Cl)cc23)CC1 | 0.5
CCOC(=O)C1CCN(S(=O)(=O)c2ccc(C)c(C(=O)NC3CCCCC3)c2)CC1 | -1.1
Cc1cnn(C(=S)NCc2ccco2)c1 | -1.6
COCCNC(=O)c1cnn2c(C(F)(F)F)cc(-c3ccc4c(c3)OCO4)nc12 | -2.4
CCc1cc2ccc(OC)cc2nc1SCC(=O)NNC(C)=O | 3.1
CC(C)(C)NC(=O)C(c1cccc2ccccc12)n1c(=O)c(-c2ccco2)nc2ccccc21 (stereo not drawn) | -0.3
CCCN1C=CC(=CC=C(C#N)C#N)C=C1 | -0.5
Cc1cccn2c(=O)c(C=O)c(N3CCSCC3)nc12 | -0.8
Cc1ccc(N2CC(C(=O)Nc3ccccc3C(=O)NC3CCCCC3)CC2=O)cc1 (stereo not drawn) | 0.2
NS(=O)(=O)c1ccc(N2N=C(c3ccccc3)CC2c2ccccc2Cl)cc1 (stereo not drawn) | -0.2
COc1ccc(SC[C@H](Cc2ccccc2)N2CC[C@@H](C(C)(C)C)CCC2=O)cc1 | -1.1
COc1ccc(C(=O)Nc2ccc(Nc3ccccc3)cc2)cc1Br | -1.4
Cc1cc(Cn2nc(-c3ccccc3)cc2C(=O)NCC2CC2)on1 | 1.3
CCn1c(C)nc2cc(C(=O)NNS(=O)(=O)c3cc(Br)ccc3Br)ccc21 | 0.3
O=C(OCC(=O)N1CCN(Cc2ccccc2)CC1)c1cc(Cl)ccc1[N+](=O)[O-] | -0.3
Cc1ccc(SCc2nc3ccccc3n2CC(=O)Nc2ccc(Cl)cc2)cc1 | -4.3
COc1cc(/C=C/C(=O)OCC(=O)Nc2cc(C)c(C)cc2[N+](=O)[O-])ccc1O | -0.3
CCc1ccc(Nc2nc(N)nc(CSc3nc4ccccc4s3)n2)cc1 | -2.0
O=C(c1cccs1)C1CCN(c2ncnc3sccc23)CC1 | -3.8
Cc1ccc(C(=O)/C=C/N(C)C)cn1 | -0.2
COc1ccc(C(=O)NCc2nnc(SCC(=O)Nc3ccc4c(c3)OCO4)o2)cc1 | 3.1
CCCCCn1c(SCC2CCCO2)nc2cc(C(=O)N3CCC(C(N)=O)CC3)ccc2c1=O (stereo not drawn) | -1.3
COc1ccc(S(=O)(=O)N2C[C@H]3CON(C)[C@H]3C[C@H]2c2cccc(Br)c2)cc1 | 2.1

The final 6 entries of the part before lead into the next:
SMILES | TTR transcr act
CCc1ccc(Nc2nc(N)nc(CSc3nc4ccccc4s3)n2)cc1 | -2.0
O=C(c1cccs1)C1CCN(c2ncnc3sccc23)CC1 | -3.8
Cc1ccc(C(=O)/C=C/N(C)C)cn1 | -0.2
COc1ccc(C(=O)NCc2nnc(SCC(=O)Nc3ccc4c(c3)OCO4)o2)cc1 | 3.1
CCCCCn1c(SCC2CCCO2)nc2cc(C(=O)N3CCC(C(N)=O)CC3)ccc2c1=O (stereo not drawn) | -1.3
COc1ccc(S(=O)(=O)N2C[C@H]3CON(C)[C@H]3C[C@H]2c2cccc(Br)c2)cc1 | 2.1
CSc1sccc1/C=N/NC(=O)c1ccncc1 | -0.5
O=C1C2C3C=CC(CNS(=O)(=O)c4ccccc4[N+](=O)[O-])(O3)C2C(=O)N1c1ccccc1 (stereo not drawn) | -1.6
O=S(=O)(NC1CCCCC1Nc1ccc(Cl)cc1)c1ccccc1 (stereo not drawn) | -0.4
CC1CCCC(NC(=O)COC(=O)CCC2CCCC2)C1C (stereo not drawn) | 7.0
O=C(CCC1CCCC1)Nc1ccc(Br)cn1 | -1.0
Cc1ccccc1C(=O)Nc1ccnn1C1CCN(Cc2c(C)n(C)c3ccccc23)CC1 | 0.5
CN1CCN(c2ccccc2NC(=O)c2ccc(-c3ccc(Cl)cc3Cl)o2)CC1 | 5.0
c1csc(CNc2ccc3c(c2)OCCO3)c1 | 0.3
CCOC(=O)c1c(/N=C/c2ccc(OC)cc2O)sc2c1CCN(C)C2 | 1.1
Cc1ccc(NC(=S)Nc2ccc(F)cc2)c(C)c1 | -2.5
COc1cccc(CN2CCN(C(=O)[C@H]3O[C@@H](n4cnc5c(N)ncnc54)[C@H](O)[C@@H]3O)CC2=O)c1 | 1.0
CN(c1ccccc1C(=O)Nc1cccc([N+](=O)[O-])c1)S(C)(=O)=O | 0.7
COc1ccc(-c2cc(=O)oc3c(C)c(OC(C)C(=O)Nc4ccc(CN5CCOCC5)cc4)ccc23)cc1 (stereo not drawn) | 1.4
CC1=C(C(=O)N(C)C)CC(CC(=O)NCc2ccco2)C(=O)N1CCC1=CCCCC1 (stereo not drawn) | 0.7
CC(C)(C)NC(=S)NCc1ccco1 | -0.1
CN(CC(=O)Nc1cccc(F)c1)C(=O)CC1CCCC1 | 0.3
COc1ccc(/C=N/NC(=O)c2cccc(NC(=O)c3ccccc3Cl)c2)cc1OC | 2.5
Cc1ccc(SCCNC(=S)Nc2ccccc2)cc1 | 3.9
COc1ccc(C(=O)Nc2cccc(C(=O)NCc3ccccc3)c2)cc1 | -0.9
